# iPSC survival up – enhancers of single-cell hiPSC survival, primary screen, ATPlite luminescence; AID 602274, 2012; 100% = ROCK inhibitor wells, 0% = DMSO; 360,000 tested, 0.044% active; survival enhancement, % at 20 µM; in the data active means survival enhancement above about 18%;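 further: cells exposed to compounds for 16 hours before the ATP read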
# ABCB6 inh 2 – ABCB6 transporter inhibitors, primary screen, K562-ABCB6 cells, flow cytometry, MLPCN library; fluorescence ratio to DMSO, % at 10 µM; 360,000 tested, 0.19% active; K562-ABCB6 porphyrin accumulation, 1 h; stronger effect = lower value;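 active means fluorescence ratio to DMSO below 75%, the collection mean minus 3 SD; inconclusive means too few cells collected in the well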;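 further: signal is porphyrin accumulated inside mitochondria; 100% equals median channel fluorescence of DMSO control wells; lower ratio means ABCB6 inhibition with less porphyrin fluorescence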
# MC4R antagonist – MC4R antagonists of cAMP signaling, primary screen, cell-based, TR-FRET, antagonist arm of biased-ligand search | inhibition, % at 6.5 µM | MC4R-expressing cells, MTII-stimulated cAMP, LANCE TR-FRET | 360,000 tested, 0.48% active | AID 540295, 2011 | Melanocortin receptor 4 (Homo sapiens), P32245;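 active means inhibition above its plate's cutoff, the mean of tested wells on that plate plus 3 SD, cut at about 29% in these data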;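 further: 0% = Melanotan II alone and 100% = Melanotan II plus saturating MCL0020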
#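 Assay system: U2OS cells stably expressing human melanocortin 4 receptor (MC4R) / Dosing: 6.5 µM / Timing: compound 30 min, challenge 1 h, detection 1 h / Measured by: Eu-cAMP/anti-cAMP TR-FRET, emission 671 nm / Replicates: singlicate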
# ABHD5-PLIN5 inh – ABHD5-PLIN5 interaction inhibitors, primary screen, cell lysate, split luciferase complementation, luminescence; inhibition, % at 4 µM; 360,000 tested, 0.78% active; Split G. princeps luciferase complementation, 4 h;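 active means inhibition above the mean inhibition across every tested compound plus 3 SD, cut at about 22% in these data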;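 further: 0% = DMSO only wells and the 100% control is not disclosed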
# Target sequence (Q00G26 whole entry, looked up): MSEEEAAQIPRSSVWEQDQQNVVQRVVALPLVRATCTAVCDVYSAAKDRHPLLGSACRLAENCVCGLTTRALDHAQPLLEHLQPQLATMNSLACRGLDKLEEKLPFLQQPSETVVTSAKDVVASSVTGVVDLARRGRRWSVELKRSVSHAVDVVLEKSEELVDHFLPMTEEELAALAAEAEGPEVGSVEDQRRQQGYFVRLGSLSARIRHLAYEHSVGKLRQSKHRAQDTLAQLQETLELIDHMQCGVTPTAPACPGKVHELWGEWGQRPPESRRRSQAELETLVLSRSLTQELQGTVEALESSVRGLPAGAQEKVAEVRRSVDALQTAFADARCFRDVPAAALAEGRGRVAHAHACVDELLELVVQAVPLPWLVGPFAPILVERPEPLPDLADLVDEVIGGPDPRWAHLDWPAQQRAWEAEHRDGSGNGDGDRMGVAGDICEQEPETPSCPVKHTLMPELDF
# Target sequence (Q8WTS1 whole entry, looked up): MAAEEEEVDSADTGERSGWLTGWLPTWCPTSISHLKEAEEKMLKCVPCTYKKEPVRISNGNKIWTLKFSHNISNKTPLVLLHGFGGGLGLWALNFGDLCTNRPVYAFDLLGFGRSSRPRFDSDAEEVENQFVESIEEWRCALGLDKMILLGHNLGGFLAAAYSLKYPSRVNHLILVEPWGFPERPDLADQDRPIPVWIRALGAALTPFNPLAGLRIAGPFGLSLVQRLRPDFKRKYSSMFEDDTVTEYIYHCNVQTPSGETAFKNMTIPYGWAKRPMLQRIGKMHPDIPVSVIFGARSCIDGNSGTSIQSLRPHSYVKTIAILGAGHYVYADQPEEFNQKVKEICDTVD
# aDG glyco up – activators of alpha-DG glycosylation, primary screen, uHTS, Pro5-aDG cells, AlphaScreen. alpha-DG glycosylation AlphaScreen (IIH6); 0% Pro5, 100% B10-LARGE cell signal. activation, % at 10 µM. 360,000 tested, 0.22% active. AID 624168, 2012;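 active means activation of at least 8% versus controls, or a plate z-score of at least 8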;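 further: Pro5 are CHO cells carrying HIG-tagged alpha-DG that lacks glycosylation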
# HTR2A ag – mouse Htr2a agonists via beta-arrestin recruitment, primary screen, cell-based, luminescence | activation, % at 7.6 µM | CHO-K1 mHTR2A beta-arrestin complementation; percent of 30 µM serotonin response | 360,000 tested, 0.66% active | 5-hydroxytryptamine receptor 2A (Mus musculus), P35363;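 active means activation above a run cutoff, the mean activation of all tested compounds plus 3 SD, cut at about 14% in these data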;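 further: 0% = plate median of compound wells and 100% = 30 µM serotonin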
# Cardio protect – cardioprotection against H2O2-induced cell death, primary screen, uHTS, H9c2 cells, ATPLite luminescence; H9c2 cardiomyocytes, H2O2 injury protection, 2 h; protection from H2O2 cell death, % at 20 µM; 360,000 tested, 0.63% active; AID 588492, 2011;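 active means compounds giving at least 50% protection of heart cells from peroxide-induced death in the single-dose screen, raw or plate-pattern-corrected value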;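 further: 0% = DMSO wells with peroxide and 100% = DMSO wells without peroxide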
# N-glyco inh – increase of ERlucT glycosylation luciferase signal, primary screen, N-linked glycosylation inhibitor project, D54 ERlucT cells, luminescence, set 2. D54 ERlucT glycosylation luciferase reporter, 24 h; percent of 100 nM tunicamycin response. reporter increase, % at 12.5 µM. 360,000 tested, 0.23% active. AID 588692, 2011;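 active means mean luciferase reporter signal, scaled so untreated is 0 and the glycosylation-blocking control 100, at or above a set limit in every replicate; inconclusive means mean reaches the limit but not every replicate does; inactive means mean below the limit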;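 further: luciferase carries N-glycosylation sites so blocking glycosylation raises the light; 0% = median of neutral control wells and 100% = median of 100 nM tunicamycin wells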
# MC4R barr agon – MC4R agonists recruiting beta-arrestin, primary screen, cell-based, luminescence, agonist arm of biased-ligand search; 360,000 tested, 0.98% active; Melanocortin receptor 4 (Homo sapiens), P32245; U2OS MC4R beta-arrestin complementation; percent of melanotan II response, DMSO zero; activation, % at 8.9 µM; AID 540308, 2011;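 active means activation above a per-plate cutoff, the mean activation of sample wells on that plate plus 3 SD, cut at about 8% in these data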
# Granule exo inh – LAMP-1 surface exposure blockers, TALL-104 cells – cell-based, flow cytometry, MLPCN library, primary screen. 360,000 tested, 0.66% active. inhibition, % at 10 µM. TALL-104 LAMP-1 surface exposure; cells stimulated with thapsigargin and PMA. AID 651702, 2012;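 active means inhibition above about 55%, limit read from the data; inconclusive means no clear call, values can overlap the other calls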
# * hit, by the source's call; i = inactive; ? = inconclusive. Compounds as they come; 4.5% or so of the library scored in one or more.
SMILES,iPSC survival up,ABCB6 inh 2,MC4R antagonist,ABHD5-PLIN5 inh,aDG glyco up,HTR2A ag,Cardio protect,N-glyco inh,MC4R barr agon,Granule exo inh
Cn1nc([N+](=O)[O-])c(C(C#N)c2ccccn2)c(Cl)c1=O (stereo not drawn),-1.3,101,14,14,0.8,3,-16,-1,-0.9,-2
Cc1ccc(C)c(N2CCN(C(=O)c3ccc(N4CCCC4=O)cc3)CC2)c1,0.3,97,17,-9,0.1,-5,-7,2,0.8,-4
Cc1ccc2nc(N/N=C/c3ccccc3C#N)nc(-c3ccccc3)c2c1,-2.0,110,-5,1,0.3,-3,25,8,-0.5,1
O=C(CNc1ccccc1)N/N=C/c1cc([N+](=O)[O-])ccc1N1CCCC1,2.2,102,-5,6,0.6,-1,18,1,-3.3,10
CC(=O)Nc1ccc(S(=O)(=O)NNC(=O)c2cccc([N+](=O)[O-])c2)cc1,0.3,98,-2,-12,-0.1,-1,12,0,-1.7,3
O=C(c1ccc(OC2CCN(C/C=C/c3ccccc3)CC2)cc1)N1CCCCC1,-0.6,101,0,0,0.9,-12,-2,-1,-3.0,-6
CCCCNC(=O)COC(=O)c1ccc(Cl)c(S(=O)(=O)N2CCCC2)c1,-0.5,98,-1,-7,-0.3,-3,3,0,-1.4,2
CCC1CCCCN1C(=O)COC(=O)COc1ccc(Br)cc1 (stereo not drawn),-0.2,98,1,5,-0.1,-1,-4,3,-2.5,2
C/C(=N/NC(=O)c1cc(C)[nH]n1)c1ccco1,-0.6,100,2,16,0.1,2,-7,-2,-0.1,3
O=C(COC(=O)Cc1ccsc1)Nc1ccc(S(=O)(=O)N2CCOCC2)cc1,-2.6,92,19,-2,-0.1,6,-4,1,-0.4,-1
O=C(CSc1ccc(Cl)cc1)Nn1cnnc1,-2.4,i,7,2,-0.1,3,-3,1,0.1,2
CCOC(=O)C1CCN(Cc2ccc(N(C)C)cc2)CC1,0.4,100,6,-2,-0.1,5,0,2,-1.1,-4
Cc1cc(C)c2c(CC(=O)Nc3ccc(Cl)cn3)coc2c1,-0.8,93,12,-12,-0.4,-1,-3,-5,2.9,-10
Nn1c(COc2ccccc2)nnc1SC(F)F,5.3,100,-2,4,-0.1,1,9,2,-0.3,-5
COc1ccccc1N(Cc1cc(=O)[nH]c2ccccc12)C(C)=O,-0.3,97,4,3,-0.1,2,7,-1,-0.2,2
CC(Sc1nnc(N)s1)c1ccccc1Cl (stereo not drawn),-1.3,102,0,-2,0.1,-2,-11,-2,-0.8,-3
c1ccc(CNc2c3c(nc4ncnn24)CCCC3)nc1,-0.5,95,12,0,0.1,-1,-4,2,-1.8,-2
CC(=O)OCP(C)(=O)COC(C)=O,-1.8,197,-1,0,-0.2,-3,2,1,3.3,0
CCOC(=O)COc1cc(-n2c(=S)[nH]c3cc(OC)c(OC)cc3c2=O)c(Cl)cc1Cl,-0.5,107,0,-10,0.0,-1,4,5,-1.7,1
COC(=O)C(Cc1c[nH]c2ccccc12)NC(=O)C(C)C (stereo not drawn),9.0,95,2,-4,0.1,3,8,0,-0.9,0
COc1ccccc1N1CCN(C(=O)CSc2nc3ccccc3nc2N2CCC(C)CC2)CC1,-0.1,98,-2,-11,-0.1,-5,-1,-6,-0.8,27
CC(C)(CO)NC12CC3CC(CC(C3)C1)C2,0.8,95,-2,-3,-0.1,0,4,1,-0.9,0
Cc1ccc(N2CC(C(=O)OCC(=O)Nc3cccc(Cl)c3C)CC2=O)cc1 (stereo not drawn),-0.4,94,6,6,-0.2,-1,0,1,-1.4,-1
O=c1c2ccccc2nnn1Cc1ccccn1,2.8,97,1,2,0.2,2,2,1,-1.5,2
CC1CCN(S(=O)(=O)c2ccc(C(=O)NCc3cccnc3)cc2)CC1,-0.3,243,9,-7,0.0,0,7,-2,-1.8,-3
CC(=O)n1cc([C@@H]2C=C(C(=O)Nc3ccccc3)O[C@H](OCc3ccc(CO)cc3)C2)c2ccccc21,0.8,97,26,16,-0.5,-1,8,3,-0.6,-7
Nc1ccccc1C(=O)N(Cc1ccccc1)Cc1ccccc1,0.7,94,10,-1,0.7,-1,8,-2,-2.5,0
Cc1n(CC(=O)c2ccc(F)cc2)c2ccccc2[n+]1C,-3.0,96,4,1,0.1,1,1,2,1.3,-3
CN(c1ccc(C(=O)O)cc1)S(=O)(=O)c1ccc(Cl)cc1,2.6,97,-1,4,-0.4,-3,2,2,0.1,0
COc1ccc(CCN(C(=O)c2ccc(F)cc2)C2=CC3CCC(C2)N3C)cc1OC (stereo not drawn),0.8,99,6,-7,-0.3,-4,4,0,-2.7,-1
O[C@H]1CN(CC2CCCCC2)[C@@H](c2ccc(Cl)cc2)C[C@@H]1n1cc(-c2ccc(F)cc2)nn1,-2.4,92,6,2,0.2,-3,-30,-6,0.2,4
COc1ccc(CS(=O)(=O)c2ncn[nH]2)cc1,0.5,99,0,-3,0.0,5,3,1,0.1,9
COc1ccc(C(C(=O)NC2CCCCC2)N(C(=O)CCl)c2cccc(Cl)c2)cc1 (stereo not drawn),-1.5,93,1,14,-0.4,10,2,-7,25*,8
CC(OC(=O)C1=COCCO1)C(=O)c1ccc(C(C)(C)C)cc1 (stereo not drawn),0.2,102,7,-4,-0.1,-5,-6,-1,2.4,2
Cc1cccc(NC(=O)c2ccc(CN3CCc4ccccc4C3)cc2)c1C,-0.3,99,7,0,0.6,-6,8,-2,-2.6,-2
CCc1nc2oc3ccccc3c(=O)c2c(=O)n1-c1ccccc1,-1.3,86,4,4,0.3,-3,8,-2,-2.3,1
COc1ccc(COC(=O)c2sc3nc4n(c(=O)c3c2C)CCC4)cc1,0.2,107,10,-9,0.0,1,-1,3,-3.2,24
CCOC(=O)c1cccc(NC(=O)C2CCCN2S(=O)(=O)c2cccc3cccnc23)c1 (stereo not drawn),-0.1,102,-7,2,0.2,1,4,-2,0.4,-1
COc1c[nH]n(-c2ccccc2)c(=O)c1=O,-0.8,100,10,2,0.0,-1,10,3,-2.8,1
O=C(CN1CCN(c2ccccn2)CC1)Nc1ccc(F)cc1,-0.6,104,14,0,0.1,2,-9,0,-0.6,-3
O=C(NCC1CCCO1)C(c1cccs1)N(Cc1cccs1)C(=O)c1ccc(-c2ccccc2)[nH]1 (stereo not drawn),1.4,98,0,1,-0.2,7,21,-1,-0.6,2
CSc1nc(=S)n(-c2ccccc2)c(C)c1C(C)=O,0.7,101,12,1,0.0,4,-6,2,-0.6,0
CCC(C)(C(=O)NC1CCCCC1)N(Cc1ccco1)C(=O)c1ccccn1 (stereo not drawn),1.2,99,0,2,0.0,-2,-1,1,-1.1,1
Cc1cc(NC(=O)COC(=O)C2=NN(c3ccccc3)C(=O)CC2)c([N+](=O)[O-])cc1C,-0.4,95,1,5,0.0,6,2,2,-0.3,6
Cc1cccc(N2CCN(C(=O)Cc3c(C(=O)O)[nH]c4ccc(Cl)cc34)CC2)c1C,-0.7,102,4,-8,0.0,-2,6,2,1.8,-4
CC(C)n1c(N2CCN(C(=O)c3cccs3)CC2)nc2ccccc21,0.6,99,5,2,0.0,4,2,0,0.1,-2
CCc1nc2c(OCc3ccc(OC)cc3)cccn2c1N(C)C(=O)c1ccncc1,-1.9,97,7,1,0.2,4,2,-1,-0.1,?
CN(C(=O)c1ccc(F)cc1)c1ccc(OCC(=O)Nc2ccccc2C(=O)O)cc1,6.9,107,6,-8,0.3,9,-4,1,2.2,1
NC(Cc1ccc(F)cc1)c1csc(Nc2ccc(C(=O)NCCCO)cn2)n1 (stereo not drawn),-1.4,97,5,0,-0.3,-4,7,1,-1.9,-3
COc1ccc(C(C(=O)NC2CCCC2)N(CC2CCCO2)C(=O)Cn2nnc(-c3ccc(C)o3)n2)cc1 (stereo not drawn),0.0,93,1,0,0.0,1,3,-2,-1.7,2
CC(=O)Oc1ccccc1Cn1c(C)c(C(=O)NCc2cccc(Cl)c2)sc1=O,1.2,102,15,-8,0.1,-11,1,-4,0.0,-2
CC(=O)c1ccc(OCCCC(=O)Nc2ccc3c(c2)OCCO3)cc1,-0.3,92,-3,-6,-0.1,-2,-1,0,0.2,6

# In another format: 9 of the compounds above
Molecule	iPSC survival up	ABCB6 inh 2	MC4R antagonist	ABHD5-PLIN5 inh	aDG glyco up	HTR2A ag	Cardio protect	N-glyco inh	MC4R barr agon	Granule exo inh
O=C(NCC1CCCO1)C(c1cccs1)N(Cc1cccs1)C(=O)c1ccc(-c2ccccc2)[nH]1 (stereo not drawn)	1.4	98	0	1	-0.2	7	21	-1	-0.6	2
CSc1nc(=S)n(-c2ccccc2)c(C)c1C(C)=O	0.7	101	12	1	0.0	4	-6	2	-0.6	0
CCC(C)(C(=O)NC1CCCCC1)N(Cc1ccco1)C(=O)c1ccccn1 (stereo not drawn)	1.2	99	0	2	0.0	-2	-1	1	-1.1	1
Cc1cc(NC(=O)COC(=O)C2=NN(c3ccccc3)C(=O)CC2)c([N+](=O)[O-])cc1C	-0.4	95	1	5	0.0	6	2	2	-0.3	6
Cc1cccc(N2CCN(C(=O)Cc3c(C(=O)O)[nH]c4ccc(Cl)cc34)CC2)c1C	-0.7	102	4	-8	0.0	-2	6	2	1.8	-4
CC(C)n1c(N2CCN(C(=O)c3cccs3)CC2)nc2ccccc21	0.6	99	5	2	0.0	4	2	0	0.1	-2
CCc1nc2c(OCc3ccc(OC)cc3)cccn2c1N(C)C(=O)c1ccncc1	-1.9	97	7	1	0.2	4	2	-1	-0.1	?
CN(C(=O)c1ccc(F)cc1)c1ccc(OCC(=O)Nc2ccccc2C(=O)O)cc1	6.9	107	6	-8	0.3	9	-4	1	2.2	1
NC(Cc1ccc(F)cc1)c1csc(Nc2ccc(C(=O)NCCCO)cn2)n1 (stereo not drawn)	-1.4	97	5	0	-0.3	-4	7	1	-1.9	-3
